Assay outcomes: PubChem BioAssay, The Scripps Research Institute Molecular Screening Center
TDP2 absorb: human TDP2 enzyme inhibitors, primary screen, biochemical, epi absorbance, recombinant enzyme | T5PNP hydrolysis, p-nitrophenol absorbance 415 nm | AID 720702, 2013 | Tyrosyl-DNA phosphodiesterase 2 (Homo sapiens), O95551 | 370,000 tested, 0.34% active | inhibition, % at 12.8 µM;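 active means inhibition above the mean of all tested compounds plus 3 SD, set per campaign, cut at about 25% in these data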;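 further: 0% = DMSO with enzyme and 100% = buffer with substrate but no TDP2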
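test system = human TDP2 enzyme | input = TDP2 enzyme at 120 nM final | medium = 50 mM Tris-HCl pH 7.5 with Mg2+, KCl, DTT, BSA | also added = T5PNP substrate, 5 mM | times = 2 h at 37 °C | technique = epi absorbance | benchmarks = high control without enzyme, low control DMSO plus TDP2 | replication = each compound tested once, singlicate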
ARFGAP1 inhibitor: inhibitors of rat ARFGAP1 GAP activity, primary screen, biochemical, fluorescence polarization, GDP tracer; ADP-ribosylation factor GTPase-activating protein 1 (Rattus norvegicus), Q62848; Arfgap1-stimulated ARF1 GTP hydrolysis, GDP FP detection; inhibition, % at 16.5 µM; 360,000 tested, 0.26% active;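 active means inhibition above a per-plate limit, mean inhibition of low control wells plus 3 SD, cut at about 25% in these data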;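 further: 0% = DMSO wells with enzyme and 100% = wells lacking Arfgap1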
Target sequence (Q62848 1-136 limits assumed): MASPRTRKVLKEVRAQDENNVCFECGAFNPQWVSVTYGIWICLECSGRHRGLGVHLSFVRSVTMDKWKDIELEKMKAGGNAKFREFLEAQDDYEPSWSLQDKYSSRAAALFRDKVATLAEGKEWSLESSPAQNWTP
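System: truncated rat Arfgap1 GAP domain / Benchmarks: high control wells lacking Arfgap1, low control full reaction with DMSO / Times: compound-enzyme preincubation 20 min, reaction 120 min, detection 60 min, 25 °C / Repeats: one replicate per compound / Also added: human ARF1(Δ1-17)-GTP substrate / Measured by: Tracer-displacement fluorescence polarization with EDTA stop, 620/688 nm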
ADAM17 inh: ADAM17 inhibitors, primary screen, biochemical, QFRET; Disintegrin and metalloproteinase domain-containing protein 17 (Homo sapiens), P78536; recombinant ADAM17, EDANS/DABCYL FRET peptide cleavage; inhibition, % at 6.95 µM; 370,000 tested, 0.83% active; AID 720648, 2013;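 active means inhibition above the mean of compounds lying between control limits plus 3 SD, set per campaign, cut at about 8.5% in these data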;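 further: 0% = DMSO-only wells as the low control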
Target sequence (P78536 215-824 limits assumed): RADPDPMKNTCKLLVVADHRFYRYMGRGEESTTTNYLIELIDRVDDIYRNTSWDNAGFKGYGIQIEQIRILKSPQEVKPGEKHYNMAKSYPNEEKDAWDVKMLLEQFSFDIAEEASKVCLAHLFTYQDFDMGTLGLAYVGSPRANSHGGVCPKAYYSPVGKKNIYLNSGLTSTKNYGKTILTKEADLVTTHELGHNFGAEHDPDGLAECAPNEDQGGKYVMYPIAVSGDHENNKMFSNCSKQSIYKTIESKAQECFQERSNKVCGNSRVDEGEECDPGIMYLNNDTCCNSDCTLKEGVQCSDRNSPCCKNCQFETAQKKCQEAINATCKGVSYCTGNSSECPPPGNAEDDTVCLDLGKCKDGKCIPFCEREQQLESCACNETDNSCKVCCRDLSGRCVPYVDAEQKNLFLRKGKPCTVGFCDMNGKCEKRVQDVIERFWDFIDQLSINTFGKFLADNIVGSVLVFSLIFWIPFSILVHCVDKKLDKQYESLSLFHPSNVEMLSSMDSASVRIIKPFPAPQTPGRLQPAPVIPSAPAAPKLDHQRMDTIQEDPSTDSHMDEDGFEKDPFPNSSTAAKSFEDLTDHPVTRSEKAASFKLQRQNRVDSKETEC
Tn6 DDE FP: inhibitors of Tn6 peptide binding to fibrin DD(E), primary screen, biochemical, fluorescence polarization, human fibrin, Tn6 probe; Fibrin DD(E) TRITC-Tn6 fluorescence polarization displacement; AID 720509, 2013; Fibrinogen beta chain (Homo sapiens), P02675; 370,000 tested, 0.21% active; inhibition, % at 8.3 µM;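 active means inhibition above a per-campaign cutoff: mean of compounds within control limits plus 3 SD, cut at about 15% in these data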;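 further: 0% = median of all compound wells on the plate and 100% = blocking peptide control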
ADAM10 inh: human ADAM10 inhibitors, primary screen, biochemical, QFRET, HTS; 370,000 tested, 0.62% active; inhibition, % at 7 µM; AID 720582, 2013; recombinant ADAM10, EDANS/DABCYL FRET peptide cleavage, 3 h;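 active means inhibition above a per-campaign cutoff equal to the mean of compounds falling between control-based bounds plus 3 SD, cut at about 20% in these data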;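 further: 0% = DMSO wells while the 100% control is not disclosed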
LEDGF integ inh: blockers of LEDGF/p75-dependent integrase strand transfer – biochemical, TR-FRET, high throughput, primary screen; HIV-1 integrase (with human LEDGF/p75); TR-FRET IN-LEDGF/p75 DNA integration, Eu/Cy5; inhibition, % at 3.7 µM; 370,000 tested, 0.64% active; AID 743269, 2014;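 active means inhibition above the screen-wide mean plus 3 SD, cut at about 13% in these data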;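 further: signal is the Cy5 over europium emission ratio at 671 and 618 nm; 0% = plate median of compound wells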
DDE Tn7 FP inh: inhibitors of Tn7 peptide binding to fibrin DD(E), primary screen, biochemical, fluorescence polarization, human fibrin, Tn7 probe. FP displacement of FITC-Tn7 peptide from fibrin DD(E); 0% = median of compound wells per plate. AID 720508, 2013. inhibition, % at 8.3 µM. 370,000 tested, 0.13% active. Fibrinogen beta chain (Homo sapiens), P02675;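 active means inhibition above the mean of compounds falling within the control limits plus 3 SD of them, cut at about 14% in these data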;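 further: 0% = plate median of compound wells and 100% = 10 µM Aha-Tn7 peptide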
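Assay system: human fibrin DD(E) protein / Input: 2 µM fibrin DD(E) / Benchmarks: high control of 10 µM Aha-Tn7 peptide / Measured by: fluorescence polarization of the labelled Tn7 tracer / Medium: Tris buffer with calcium and detergent, pH 7.8 / Timing: 10 min compound pre-incubation, 3 h probe incubation at room temperature / Repeats: one replicate per compound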
ASAP1 inh: inhibitors of human ASAP1 ArfGAP activity, primary screen, biochemical, fluorescence polarization; 360,000 tested, 0.19% active; AID 624377, 2012; inhibition, % at 16.5 µM; ASAP1-stimulated ARF1 GTP hydrolysis, GDP FP detection; in the data active means inhibition above about 25%;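 further: 0% = vehicle with enzyme and substrate and 100% = no enzyme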
proKLK7 act: proKLK7 zymogen activators, primary screen, biochemical, fluorescence intensity; purified proKLK7, EDANS-DABCYL substrate fluorescence; 100% is mature enzyme control, 0% vehicle; activation, % at 7 µM; 370,000 tested, 0.9% active; Kallikrein-7 (Homo sapiens), P49862;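 active means activation above the mean of all tested compounds plus 3 SD, computed per campaign excluding outliers beyond control limits, cut at about 13% in these data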
Target sequence (P49862 whole entry, looked up): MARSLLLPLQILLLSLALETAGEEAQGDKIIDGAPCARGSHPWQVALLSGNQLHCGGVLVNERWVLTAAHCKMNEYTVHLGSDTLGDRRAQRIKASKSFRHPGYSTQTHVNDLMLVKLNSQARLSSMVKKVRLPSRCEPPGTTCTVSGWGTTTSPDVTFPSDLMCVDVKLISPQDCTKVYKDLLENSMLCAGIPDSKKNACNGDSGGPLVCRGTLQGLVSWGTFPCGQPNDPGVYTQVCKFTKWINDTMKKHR
PLC-gamma1 inh: PLC-gamma1 enzyme inhibitors, primary screen, biochemical, fluorescence, purified enzyme. AID 720700, 2013. fluorogenic substrate. inhibition, % at 12.2 µM. 1-phosphatidylinositol 4,5-bisphosphate phosphodiesterase gamma-1 (Homo sapiens), P19174. 370,000 tested, 0.84% active; in the data active means inhibition above about 9.5%
Active calls of the source: *.

What do the screens show for `COc1ccccc1C(=O)Nc1ccc(C)cc1C(=O)c1ccccc1`?
TDP2 absorb: -14; ARFGAP1 inhibitor: -3; ADAM17 inh: 7; Tn6 DDE FP: 0; ADAM10 inh: 21*; LEDGF integ inh: -3; DDE Tn7 FP inh: -3; ASAP1 inh: -17; proKLK7 act: -0.3; PLC-gamma1 inh: 9.7*

Results for O=CNc1cc(-c2ccc(C(=O)NC3CC3)cc2)cn2c(-c3ccccc3)cnc12 ?
TDP2 absorb: 1; ARFGAP1 inhibitor: 8; ADAM17 inh: -12; Tn6 DDE FP: 5; ADAM10 inh: -53; LEDGF integ inh: -1; DDE Tn7 FP inh: 0; ASAP1 inh: -1; proKLK7 act: -7.5; PLC-gamma1 inh: -75

How did COc1ccc(C2NC(=O)Cc3cc(OC)c(OC)cc32)cc1OC (configuration not stated) do in these assays?
TDP2 absorb: -3; ARFGAP1 inhibitor: 8; ADAM17 inh: -8; Tn6 DDE FP: 3; ADAM10 inh: -8; LEDGF integ inh: 1; DDE Tn7 FP inh: -3; ASAP1 inh: -2; proKLK7 act: 0.0; PLC-gamma1 inh: 0

How did O=c1[nH]c(SCc2c(Cl)cccc2Cl)nc2ccccc12 do in these assays?
TDP2 absorb: 5; ARFGAP1 inhibitor: -1; ADAM17 inh: 0; Tn6 DDE FP: -2; ADAM10 inh: 7; LEDGF integ inh: 0; DDE Tn7 FP inh: 7; ASAP1 inh: -9; proKLK7 act: 0.6; PLC-gamma1 inh: -2

Results for OC1CCC(Nc2ccn3nc(-c4cccc(OCc5ccccc5)c4)cc3n2)CC1 (configuration not stated) ?
TDP2 absorb: -2; ARFGAP1 inhibitor: 14; ADAM17 inh: -47; Tn6 DDE FP: -13; ADAM10 inh: -145; LEDGF integ inh: 7; DDE Tn7 FP inh: -6; ASAP1 inh: 1; proKLK7 act: -2.2; PLC-gamma1 inh: -108

What do the screens show for `O=C(NN1C(=O)c2ccccc2NC1c1ccc([N+](=O)[O-])o1)c1ccc(Br)cc1` (configuration not stated)?
TDP2 absorb: -2; ARFGAP1 inhibitor: 11; ADAM17 inh: -5; Tn6 DDE FP: -7; ADAM10 inh: -2; LEDGF integ inh: -5; DDE Tn7 FP inh: 5; ASAP1 inh: -4; proKLK7 act: -0.4; PLC-gamma1 inh: -1

What do the screens show for `O=C(O)CCS(=O)(=O)c1cccc2cccnc12`?
TDP2 absorb: 3; ARFGAP1 inhibitor: 9; ADAM17 inh: -9; Tn6 DDE FP: 0; ADAM10 inh: 5; LEDGF integ inh: 1; DDE Tn7 FP inh: 4; ASAP1 inh: 3; proKLK7 act: 0.3; PLC-gamma1 inh: -1

How did C[C@H]1CN([C@@H](C)CO)S(=O)(=O)c2ccc(Br)cc2O[C@@H]1CN(C)S(=O)(=O)c1ccccc1F do in these assays?
TDP2 absorb: 2; ARFGAP1 inhibitor: 4; ADAM17 inh: -5; Tn6 DDE FP: -3; ADAM10 inh: -13; LEDGF integ inh: -2; DDE Tn7 FP inh: -6; ASAP1 inh: 8; proKLK7 act: 0.6; PLC-gamma1 inh: 1

How did CCc1ccc(NC(=O)NNC(=O)c2cc3ccccc3cc2O)cc1 do in these assays?
TDP2 absorb: -13; ARFGAP1 inhibitor: 13; ADAM17 inh: -3; Tn6 DDE FP: -9; ADAM10 inh: -7; LEDGF integ inh: -4; DDE Tn7 FP inh: -8; ASAP1 inh: 4; proKLK7 act: -1.7; PLC-gamma1 inh: -96

Results for O=C1CC(N2CCCCCC2)C(=O)N1c1ccc2c(c1)OCO2 (configuration not stated) ?
TDP2 absorb: 3; ARFGAP1 inhibitor: -8; ADAM17 inh: -6; Tn6 DDE FP: -4; ADAM10 inh: -3; LEDGF integ inh: 2; DDE Tn7 FP inh: 3; ASAP1 inh: -10; proKLK7 act: 0.6; PLC-gamma1 inh: -1

Results for COc1ccc(CNC(=O)CC2C[C@H](C(=O)N(C(C)C)C(C)C)[C@@]3(C)c4[nH]c5ccccc5c4CCN3C2=O)cc1OC (some centres not stated) ?
TDP2 absorb: -10; ARFGAP1 inhibitor: 3; ADAM17 inh: 0; Tn6 DDE FP: 0; ADAM10 inh: -1; LEDGF integ inh: 2; DDE Tn7 FP inh: -1; ASAP1 inh: -7; proKLK7 act: 1.4; PLC-gamma1 inh: -3

Results for O=C1CNC(=O)/C(=C\c2ccc(F)cc2)N1 ?
TDP2 absorb: -6; ARFGAP1 inhibitor: 5; ADAM17 inh: 2; Tn6 DDE FP: -3; ADAM10 inh: 9; LEDGF integ inh: 2; DDE Tn7 FP inh: 0; ASAP1 inh: -6; proKLK7 act: 0.0; PLC-gamma1 inh: 3

What do the screens show for `CCc1c(C)nc(SCCOc2ccc(OC(C)C)cc2)[nH]c1=O`?
TDP2 absorb: 0; ARFGAP1 inhibitor: -3; ADAM17 inh: -3; Tn6 DDE FP: 3; ADAM10 inh: 1; LEDGF integ inh: -1; DDE Tn7 FP inh: -5; ASAP1 inh: -3; proKLK7 act: 0.2; PLC-gamma1 inh: -1

How did O=C(c1cccc(S(=O)(=O)N2CCOCC2)c1)N1CCCC1 do in these assays?
TDP2 absorb: -14; ARFGAP1 inhibitor: -4; ADAM17 inh: -2; Tn6 DDE FP: -2; ADAM10 inh: 5; LEDGF integ inh: -4; DDE Tn7 FP inh: -3; ASAP1 inh: -5; proKLK7 act: 0.1; PLC-gamma1 inh: 0

How did COc1ccccc1NC(=O)c1nn(-c2ccc(Cl)cc2)ccc1=O do in these assays?
TDP2 absorb: -8; ARFGAP1 inhibitor: -4; ADAM17 inh: 0; Tn6 DDE FP: -5; ADAM10 inh: -4; LEDGF integ inh: -1; DDE Tn7 FP inh: 4; ASAP1 inh: 13; proKLK7 act: 0.1; PLC-gamma1 inh: 3

How did COc1ccc(/C=C(\C#N)C(=O)OCCNC(=O)c2ccncc2)cc1 do in these assays?
TDP2 absorb: 5; ARFGAP1 inhibitor: -3; ADAM17 inh: -3; Tn6 DDE FP: -3; ADAM10 inh: -2; LEDGF integ inh: 2; DDE Tn7 FP inh: 0; ASAP1 inh: -3; proKLK7 act: 0.3; PLC-gamma1 inh: 0

Results for N#C/C(=N\Nc1ccc(S(=O)(=O)N2CCCCC2)cc1)C(N)=S ?
TDP2 absorb: 2; ARFGAP1 inhibitor: 1; ADAM17 inh: 4; Tn6 DDE FP: -7; ADAM10 inh: 7; LEDGF integ inh: -2; DDE Tn7 FP inh: 2; ASAP1 inh: 7; proKLK7 act: -0.6; PLC-gamma1 inh: 1

Results for O=C1CCCC(=O)C1C(=O)C1CCN(S(=O)(=O)c2ccccc2)CC1 ?
TDP2 absorb: 4; ARFGAP1 inhibitor: 21; ADAM17 inh: 2; Tn6 DDE FP: -1; ADAM10 inh: 1; LEDGF integ inh: 3; DDE Tn7 FP inh: -13; ASAP1 inh: 4; proKLK7 act: -0.5; PLC-gamma1 inh: 0

What do the screens show for `O=C(COc1ccc(S(=O)(=O)Nc2cccc(C(F)(F)F)c2)cc1)N1CCOCC1`?
TDP2 absorb: 14; ARFGAP1 inhibitor: 13; ADAM17 inh: -2; Tn6 DDE FP: -1; ADAM10 inh: -9; LEDGF integ inh: 0; DDE Tn7 FP inh: -1; ASAP1 inh: -4; proKLK7 act: -0.2; PLC-gamma1 inh: -2

What do the screens show for `Cc1cc(C)cc(NC(=S)N2CCC(NC(=O)c3ccc(F)cc3)CC2)c1`?
TDP2 absorb: -14; ARFGAP1 inhibitor: -5; ADAM17 inh: -2; Tn6 DDE FP: 4; ADAM10 inh: -1; LEDGF integ inh: 2; DDE Tn7 FP inh: -2; ASAP1 inh: 9; proKLK7 act: 0.4; PLC-gamma1 inh: 0

How did Cc1ccc(-c2nc(C)sc2CC(=O)O)cc1 do in these assays?
TDP2 absorb: -1; ARFGAP1 inhibitor: 0; ADAM17 inh: -4; Tn6 DDE FP: 16*; ADAM10 inh: -4; LEDGF integ inh: -1; DDE Tn7 FP inh: -1; ASAP1 inh: 3; proKLK7 act: -0.2; PLC-gamma1 inh: 1

Results for Cn1c(=O)c2c(ncn2CC(=O)Nc2nc(-c3ccccc3Cl)cs2)n(C)c1=O ?
TDP2 absorb: -4; ARFGAP1 inhibitor: 20; ADAM17 inh: 0; Tn6 DDE FP: 0; ADAM10 inh: 2; LEDGF integ inh: -4; DDE Tn7 FP inh: 12; ASAP1 inh: 0; proKLK7 act: -0.1; PLC-gamma1 inh: 1

Molecules from the list above that have bromine:
What do the screens show for `O=C(NN1C(=O)c2ccccc2NC1c1ccc([N+](=O)[O-])o1)c1ccc(Br)cc1` (configuration not stated)?
TDP2 absorb: -2; ARFGAP1 inhibitor: 11; ADAM17 inh: -5; Tn6 DDE FP: -7; ADAM10 inh: -2; LEDGF integ inh: -5; DDE Tn7 FP inh: 5; ASAP1 inh: -4; proKLK7 act: -0.4; PLC-gamma1 inh: -1

How did C[C@H]1CN([C@@H](C)CO)S(=O)(=O)c2ccc(Br)cc2O[C@@H]1CN(C)S(=O)(=O)c1ccccc1F do in these assays?
TDP2 absorb: 2; ARFGAP1 inhibitor: 4; ADAM17 inh: -5; Tn6 DDE FP: -3; ADAM10 inh: -13; LEDGF integ inh: -2; DDE Tn7 FP inh: -6; ASAP1 inh: 8; proKLK7 act: 0.6; PLC-gamma1 inh: 1
